Compound activity from PubChem BioAssay.
STK33 inh: inhibitors of purified STK33 kinase, primary screen, biochemical, ADP-Glo luminescence, homogeneous, cell-free; Serine/threonine-protein kinase 33 (Homo sapiens), Q9BYT3; MBP phosphorylation; inhibition, % at 10 µM; hit rate 0.073% among 320,000; AID 2661, 2010;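 active = inhibition at or above 25%, using the most active replicate where run in duplicate; inactive = inhibition below 25%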
Target sequence (Q9BYT3 whole entry, looked up): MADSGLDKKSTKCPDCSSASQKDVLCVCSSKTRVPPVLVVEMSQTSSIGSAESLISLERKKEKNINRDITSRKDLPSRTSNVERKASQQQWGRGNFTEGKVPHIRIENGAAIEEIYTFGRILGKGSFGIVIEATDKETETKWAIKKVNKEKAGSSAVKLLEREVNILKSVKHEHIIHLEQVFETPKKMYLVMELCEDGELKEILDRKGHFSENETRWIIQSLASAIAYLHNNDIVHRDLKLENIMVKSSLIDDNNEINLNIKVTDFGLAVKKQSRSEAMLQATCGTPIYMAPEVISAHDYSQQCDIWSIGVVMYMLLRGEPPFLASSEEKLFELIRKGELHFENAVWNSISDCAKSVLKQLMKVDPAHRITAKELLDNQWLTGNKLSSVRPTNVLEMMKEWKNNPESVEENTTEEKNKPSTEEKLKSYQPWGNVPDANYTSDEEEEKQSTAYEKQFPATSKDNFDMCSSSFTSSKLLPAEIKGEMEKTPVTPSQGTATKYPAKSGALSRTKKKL
OX1R antag-1: OX1R (HCRTR1) antagonists, primary screen, fluorescence, CHO/OX1R cells, Fluo-8 calcium, orexin A | Orexin/Hypocretin receptor type 1 (Homo sapiens), O43613 | Fluo-8 calcium fluorescence | inhibition, % at 5 µM | hit rate 0.43% among 330,000 | AID 434989, 2010;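 active = inhibition above its plate's threshold, mean inhibition of all tested compounds on the plate plus 3 SD, cut at about 37% in these data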;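 also: 0% = orexin A challenge wells and 100% = SB-334867-A antagonist wells; not every result past the cut was called active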
Target sequence (O43613 whole entry, looked up): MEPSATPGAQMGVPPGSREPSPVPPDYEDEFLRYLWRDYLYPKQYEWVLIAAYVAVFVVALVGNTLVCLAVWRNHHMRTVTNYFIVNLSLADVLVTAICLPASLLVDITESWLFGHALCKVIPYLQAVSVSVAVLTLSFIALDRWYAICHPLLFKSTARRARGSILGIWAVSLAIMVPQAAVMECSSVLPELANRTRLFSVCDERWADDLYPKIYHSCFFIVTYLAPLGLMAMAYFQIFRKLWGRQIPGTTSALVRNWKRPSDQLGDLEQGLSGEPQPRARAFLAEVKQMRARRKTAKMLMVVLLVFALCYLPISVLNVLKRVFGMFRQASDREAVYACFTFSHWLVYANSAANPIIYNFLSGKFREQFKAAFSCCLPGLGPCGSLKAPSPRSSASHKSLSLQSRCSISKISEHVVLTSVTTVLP
OX1R antag-2: antagonists of human orexin 1 receptor (OX1R). Orexin/Hypocretin receptor type 1 (Homo sapiens), O43613. OX1R-expressing cells, FRET antagonist read-out. inhibition, % at 6.6 µM. hit rate 1.8% among 330,000. AID 485270, 2010; in the data active = inhibition mostly above about 38%, no sharp cut-off; inactive = mostly below about 40%;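 also: 0% = agonist challenge alone and 100% = reference antagonist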
The depositor's hits bear a star.

SMILES	STK33 inh	OX1R antag-1	OX1R antag-2
CCN=C1SC(CC(=O)Nc2ccc(C)cc2)C(=O)N1CC (configuration not stated)	0.7	-30	41
Cc1cc(NC(=O)CN2C(=O)NC(CCc3ccccc3)C2=O)no1 (configuration not stated)	-1.4	3	1
CCc1nnc(NC(=O)CSc2nc(C3CCCCC3)nc3ccccc23)s1	-0.6	-20	-3
O=[N+]([O-])c1ccc(-n2nncc2-c2ccccc2)cc1	-1.3	-16	29
O=C(O)c1cc(N=Nc2c(O)[nH]c3ccc([N+](=O)[O-])cc23)ccc1Cl	-0.3	3	5
COc1ccccc1CCNCc1ccc(OC)c(OCc2ccccc2)c1	-0.2	2	-3
CCOc1cc(C(=O)OCC(=O)N(C)c2ccccc2)cc(OCC)c1OCC	-0.4	-39	16
Cc1cc(C)nc(NC(=NCCc2c[nH]c3ccccc23)NC(=O)Nc2cccc([N+](=O)[O-])c2)n1	0.4	-23	33
COc1cc2cc(CN(CCc3cccc(C)c3)C(=S)NCCCN3CCOCC3)c(=O)[nH]c2cc1OC	-0.6	-35	10
CCN=C1SC(C(=O)Nc2cc(Cl)cc(Cl)c2)CC(=O)N1CC (configuration not stated)	-1.3	-17	5
COC(=O)c1ccc(CSc2nnc(N)s2)o1	-2.4	-3	17
Cc1ccc(C(=O)OCC(=O)NCC(F)(F)F)cc1C	0.1	-9	16
COC(=O)Nc1ccc(S(=O)(=O)N2CCCCC2)cc1	0.0	7	10
Cc1cc(C(=O)NNC(=O)c2c(-c3c(Cl)cccc3Cl)noc2C)no1	-1.0	6	-1
Cc1cc(C)c(C(=O)Cn2nc(C)c([N+](=O)[O-])c2C)cc1C	-1.5	-28	14
CC(c1ccncc1)C(C)c1ccncc1 (configuration not stated)	0.2	9	6
COCCNC(=O)c1ccc(CS(=O)(=O)c2cccc(C(F)(F)F)c2)o1	0.1	1	-2
Cc1ccc(OCC(=O)Nc2ccc(N3CCN(C(=O)c4ccco4)CC3)cc2)cc1	-0.7	-14	35
O=C(C/C=N/OCc1ccc(Cl)cc1Cl)c1ccc(Cl)cc1	-0.1	-6	5
COc1ccccc1OCCNC(=O)CCNC(=O)c1ccccc1Cl	-1.8	-28	23
O=C(Nc1cccc(C(=O)Nc2cccc(Br)c2)c1)c1ccccc1	0.7	10	21
O=C(/C=C/c1ccc(Cl)cc1)Nc1cc(S(=O)(=O)N2CCOCC2)ccc1N1CCOCC1	-3.1	5	1
c1ccc(Oc2ccc(-c3ccn[nH]3)cc2)cc1	-0.6	6	13
Cc1nnc(NC(=O)C2CCCN2S(=O)(=O)c2ccc(Cl)cc2)s1 (configuration not stated)	-0.7	-20	18
COC(=O)c1ccc(/C=C2\N=C(SC)SC2=O)cc1	0.5	-18	12
Cc1cccc(C(=O)Nc2ccc(C(=O)N/N=C/c3ccco3)cc2)c1	0.2	-18	13
Cc1ccc(NC(=O)CSc2ccccc2NC(=O)c2ccccc2Cl)cc1Cl	-0.8	-15	26
Cc1ccc(S(=O)(=O)c2nc(N3CCOCC3)sc2Cl)cc1	-1.5	-13	21
CNc1oc(-c2ccc(F)cc2)nc1S(=O)(=O)c1ccccc1	-1.8	-26	12
COc1ccc(CC(=O)N/N=C/c2cc([N+](=O)[O-])cc(Br)c2O)cc1	-0.2	-11	11
CC(C)n1cc(/C=N/NC(=O)COc2cccc3cccnc23)c2ccccc21	1.1	11	63
O=C(CN1C2=NCCCN2c2ccccc21)c1cccs1	0.3	-4	13
COc1cccc2cc(C(=O)N3CCN(C(=O)c4ccccc4)CC3)c(=O)oc12	3.3	-13	14
COc1ccc(-c2nc3c4ccccc4ccn3c2CN2CCCCC2)cc1OC	-1.2	-22	11
Nc1ccc(-c2ccc(N)cc2C(F)(F)F)c(C(F)(F)F)c1	0.3	-7	45
CC(C)OC(=O)c1nnn(-c2nonc2N)c1CN1CCCCCC1	-2.6	-22	28
NCCCC[C@H]1CNC(=S)N1CC1(c2ccccc2)CC1	0.6	18	10
CC1(C)CC(NC(=O)Cc2ccc(Cl)cc2)CC(C)(C)N1	-1.6	-9	-3
COc1ccc(NC(=O)C2(c3ccccc3)CCCC2)cc1	-3.1	-9	7
Cc1cc(C(=O)NC2CCCc3ccccc32)no1 (configuration not stated)	-0.5	-8	6
C=CCn1c(SCC(=O)Nc2ccc(Cl)cn2)nnc1C1CC1	1.4	-14	16
COc1ccccc1N(C(=O)Cn1nnc2ccccc21)C(C(=O)NCc1ccco1)c1ccc(C)o1 (configuration not stated)	-2.5	-23	15
CO/N=C/c1ccc(N2CCN(C(=O)c3cccc(Cl)c3)CC2)c([N+](=O)[O-])c1	-1.5	-11	18
CN(C)N1C(N)=C(C#N)C(c2cccc3ccccc23)C2=C1CC(c1ccccc1)CC2=O (configuration not stated)	-0.4	-13	5
O=C(ON=C1CCN(c2ccc([N+](=O)[O-])cc2)CC1)c1ccccc1	0.6	-23	18
CCOC(=O)c1cc(C(=O)n2cc(Cl)cn2)nn1C	-0.7	-2	5
COc1cccc(OCCOc2cccc(/C=N/n3cnnc3)c2)c1	-0.9	-2	22
OCC[C@H]1C[C@@H](O)[C@H](O)[C@]2(CCCCO2)O1	-2.6	3	13
CCOC(=O)C1CCN(C(=O)Cc2ccccc2OC)CC1	-1.0	-9	28
O=C(NN=C(Cc1ccccc1)Cc1ccccc1)c1ccccc1F	-1.6	-7	19
Additional entries follow:
SMILES	STK33 inh	OX1R antag-1	OX1R antag-2
Cc1oc(/C=N/NC(=O)CN(c2ccccc2Cl)S(C)(=O)=O)cc1Br	-0.9	-13	53
COc1ccc(-n2nc(C(=O)NCC(=O)O)c3ccccc3c2=O)cc1	-3.2	8	4
Cc1cc(CSc2ccccc2)ccc1NC(=O)c1ccc(Br)cc1	-1.1	-12	21
Cc1nnc(SCC(=O)Nc2ccc(Br)cc2)n(N)c1=O	1.5	-7	8
O=C(COc1ccc2ccccc2c1)Nc1nc2ccccc2[nH]1	0.7	7	-9
CC(=O)N1CCN(C(=O)c2cc(=O)c3ccccc3o2)CC1	1.0	1	17
COc1ccc(OCc2cc(C(=O)NC3Cc4ccccc4C3)no2)c(Cl)c1	-1.5	-24	23
CCC(C)N(C(=O)c1csnn1)C(C(=O)NC(C)(C)C)c1ccccc1 (configuration not stated)	-4.0	-16	3
COc1ccccc1NC(=O)c1ccc(COc2ccccc2OC)cc1	-1.2	-39	4
COC(=O)c1ccccc1NC(=O)c1cc2ncc(Br)cn2n1	1.2	-18	21
CCn1c(CNC(=O)c2cccc(C)c2)nnc1SCC(=O)NC1CCCCC1C (configuration not stated)	0.5	-25	19
Cc1cc(C(=O)NC2CC(C)(C)Cc3c2cnn3-c2ccccc2C)c(C)o1 (configuration not stated)	0.8	-38	71*
CC(C)c1ccc(NC(=O)[C@@H]2CCC(=O)N2C2OC(=O)c3ccccc32)cc1 (some centres not stated)	1.0	-10	18
COc1cccc(/C=N/NC(=O)C(=O)NCc2cccnc2)c1	1.3	6	10
c1ccc(N2CCN(Cc3ccc4c(c3)OCO4)CC2)nc1	-2.1	-9	2
Cc1cccc(NC(=O)CN(C)S(=O)(=O)c2ccc3c(c2)n(C)c(=O)c(=O)n3C)c1C	-0.5	-7	2
Cc1cccc(C(=O)N2CCCCCC2)c1	-1.8	-10	6
COc1cc(NC(=O)C2CC(c3c(F)cccc3Cl)=NO2)c(OC)cc1Cl (configuration not stated)	-1.2	-8	5
CC[n+]1oc(-c2ccccc2)cc1C	-1.3	3	-3
COc1ccc(C/C(C)=N/NC(=S)Nc2ccccc2)cc1	-1.1	-31	26
CCOC(=O)C(C)c1nc2ccccc2[nH]c1=O (configuration not stated)	-2.5	19	6
COC(=O)c1cc(=O)n(CCc2ccccc2)c(=Nc2ccc(F)cc2)s1	-1.3	-46	1
COc1ccccc1-c1nnc(NC(=O)c2ccccc2F)o1	2.6	-13	8
c1ccn2cc(-c3ccc4c(c3)OCCO4)nc2c1	6.2	-29	7
CCCCN1C(=O)C2ON(c3ccccc3C)C(c3ccco3)C2C1=O (configuration not stated)	2.2	-1	7
COc1ccc(C2=NOC(C(=O)Nc3ccc4c(c3)OCCO4)C2)cc1OC (configuration not stated)	-0.1	-18	9
CC(C)Cn1c(=S)[nH]c2cc(Cl)ccc21	0.2	-16	15
CN1C(=O)C(C)(C)c2cc(S(=O)(=O)N3CCCC(C(=O)NCc4ccc(F)cc4)C3)ccc21 (configuration not stated)	0.0	-26	10
Cc1cc(Cl)ccc1OC(C)C(=O)NC(C)C1CCCO1 (configuration not stated)	0.4	-6	6
CCNC(=O)CN(c1ccccc1)S(=O)(=O)c1ccc(Cl)cc1	-0.3	-21	4
CCS(=O)(=O)N1Cc2ccccc2CC1C(=O)Nc1ccc(OC)c(OC)c1 (configuration not stated)	-1.4	-18	37
Cc1cccn2c(=O)c3cc(C(=O)NC(C)c4ccccc4)c(=N)n(CCCn4ccnc4)c3nc12 (configuration not stated)	-0.4	-2	23
O=C(CSc1nc2ccncc2[nH]1)Nc1ccccc1C(F)(F)F	-1.0	-19	24
Cc1cc(C)c(C#N)c(N2CCN(c3ccc(F)cc3)CC2)n1	-0.2	-36	-8
CCCCNc1ccc(C(CC(N)=O)NC(=O)Cc2ccc(Br)cc2)cc1[N+](=O)[O-] (configuration not stated)	-0.6	-32	19
Cc1ccc(NC(=O)CN(C)C(=O)c2ccccc2Sc2ccccc2C#N)cc1	-1.2	-19	55*
COc1ccc([C@H]2C=C(C(=O)O)O[C@@H](OCCCCO)C2)cc1	-0.1	-1	32
Cc1ccc(S(=O)(=O)N(CC(=O)N/N=C/c2cccc(Cl)c2)c2cccc3cccnc23)cc1	-2.7	-15	36
COc1ccc(Cn2c(CCC(=O)NCCC(C)C)nc3ncccc3c2=O)cc1	-1.2	-42	6
O=C(C1CC(=O)N(C2CCCCC2)C1)N1CCN(c2ccccc2)CC1 (configuration not stated)	-2.3	-21	11
C[C@H]1CN([C@@H](C)CO)C(=O)Cc2cc(NC(=O)CCC(F)(F)F)ccc2O[C@H]1CN(C)S(=O)(=O)c1ccc(F)cc1	0.0	-14	9
Cc1cccc(C(=O)Nc2onc(C)c2C#N)c1	-0.9	-14	13
Cn1c(=O)n(C)c2cc(NC(=O)C(F)(F)F)ccc21	-1.2	-24	15
Cc1ccc(NC(=S)N2CCC(N(C)CC3CCCO3)CC2)cc1C (configuration not stated)	-1.0	-4	-3
CC(=O)N(c1ccc2oc(=O)sc2c1)S(=O)(=O)c1ccc(C(=O)O)cc1	0.4	-11	36
Cc1cc(NC(=O)c2cc(-c3ccncc3)nc3c(C)cccc23)no1	-0.2	-24	27
CCOc1ccc(NC(=O)COc2ccc(S(=O)(=O)N3CCOCC3)cc2)cc1	0.7	0	15
CCCCN1C(=O)C(NC(=O)c2cccnc2)(C(F)(F)F)C2=C1CC(C)(C)CC2=O (configuration not stated)	-0.7	-21	10
CC1CCCC(C)N1/N=C/c1cccc([N+](=O)[O-])c1 (configuration not stated)	-2.0	-15	4
CCOC(=O)C1=C(CNCCc2ccc(Cl)cc2)NC(=O)NC1c1cccc([N+](=O)[O-])c1 (configuration not stated)	-0.7	-20	8
(continued)
SMILES	STK33 inh	OX1R antag-1	OX1R antag-2
CCOc1ccc(-n2c(=S)sc3c(=O)n(-c4ccc(F)cc4)c(SCC(=O)O)nc32)cc1	-0.8	-8	-6
COc1ccc(CNC(=O)CN(C(=O)c2csnn2)c2ccccc2F)cc1	-0.2	-15	22
COc1ccc(OCC(=O)OC(C)CN2CCOCC2)cc1 (configuration not stated)	0.3	-6	28
Cc1ccc(-c2ccc(=O)n(CC(=O)NCc3ccc(F)cc3)n2)cc1	-2.7	-11	27
COc1cc(/C=C(/C#N)c2ccccc2F)ccc1OCc1ccccc1	-0.5	-25	17
O=C(COC(=O)CCCSc1nc2ccccc2[nH]1)Nc1ccc(Oc2ccccc2)cc1	-2.5	-13	12
CC1(c2ccc3ccccc3c2)NC(=O)N(CC(=O)N2CCN(Cc3ccccc3)CC2)C1=O (configuration not stated)	-1.2	6	24
Cc1ccc(Cl)cc1N1CCN(C(=O)c2cn(C)c(=O)c3c2c2ccccc2n3C)CC1	-1.4	-10	17

In the list so far, 10 have a nitro group on carbon.
SMILES	STK33 inh	OX1R antag-1	OX1R antag-2
O=[N+]([O-])c1ccc(-n2nncc2-c2ccccc2)cc1	-1.3	-16	29
O=C(O)c1cc(N=Nc2c(O)[nH]c3ccc([N+](=O)[O-])cc23)ccc1Cl	-0.3	3	5
Cc1cc(C)nc(NC(=NCCc2c[nH]c3ccccc23)NC(=O)Nc2cccc([N+](=O)[O-])c2)n1	0.4	-23	33
Cc1cc(C)c(C(=O)Cn2nc(C)c([N+](=O)[O-])c2C)cc1C	-1.5	-28	14
COc1ccc(CC(=O)N/N=C/c2cc([N+](=O)[O-])cc(Br)c2O)cc1	-0.2	-11	11
CO/N=C/c1ccc(N2CCN(C(=O)c3cccc(Cl)c3)CC2)c([N+](=O)[O-])c1	-1.5	-11	18
O=C(ON=C1CCN(c2ccc([N+](=O)[O-])cc2)CC1)c1ccccc1	0.6	-23	18
CCCCNc1ccc(C(CC(N)=O)NC(=O)Cc2ccc(Br)cc2)cc1[N+](=O)[O-] (configuration not stated)	-0.6	-32	19
CC1CCCC(C)N1/N=C/c1cccc([N+](=O)[O-])c1 (configuration not stated)	-2.0	-15	4
CCOC(=O)C1=C(CNCCc2ccc(Cl)cc2)NC(=O)NC1c1cccc([N+](=O)[O-])c1 (configuration not stated)	-0.7	-20	8

Random draw from the library; any-hit rate near 2.2%.
